IL1B NFkB inh = blocks IL-1B driven NFkB nuclear translocation in HUVEC cells | HUVEC IL-1B NFkB p65 nuclear translocation imaging | inhibition, % at 2 µM | 0.43% of 94,000 active;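 active = inhibition above about 30% together with a positive call from visual inspection of the well image, limit read from the data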;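 also: nuclear over cytoplasmic p65 intensity ratio measured by imaging; 0% = IL-1B stimulated DMSO wells and 100% = unstimulated DMSO wells; values of inactives mirror those of a sister screen read the other way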
MRP resist rev = compounds reversing MRP-mediated drug resistance | AID 602 | 0.04% of 85,000 active | differential viability (reversal), % at 10 µM | H69AR cells + 2 uM doxorubicin, CellTiter-Glo, 72 h;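 active = viability drop by adding the cancer drug above about 55%, with treated viability meeting a 40% cutoff, limit read from the data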;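 also: viability without doxorubicin minus viability with 2 µM doxorubicin for each compound; larger differential means the compound sensitizes cells more to doxorubicin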
PLAP inhibitors HTS = inhibition of human placental alkaline phosphatase – biochemical, luminescence, HTS (AID 690). purified PLAP, luminescent substrate; higher % means a stronger effect. one-dose inhibition, % at 20 µM; IC50 in µM for titrated hits. 0.08% of 96,000 active; in the data active = a potency from the dose series; inactive = the rest, 99 in 100 with inhibition below about 30%; also: strong numbers were not always called active
Bcl-B displacement = displacers of TR3 peptide from Bcl-B, primary screen, selectivity assay for Bfl-1 inhibitor project, biochemical, fluorescence polarization; 0.11% of 96,000 active; FP displacement of FITC-TR3 peptide from Bcl-B; higher % means a stronger effect; AID 748; displacement, % at 20 µM, or IC50 in µM where a hit was titrated;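 active = displacement above 50% at 20 µM plus a fluorescence interference ratio under 1.5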;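 also: plate controls were wells without compound for no effect and wells lacking Bcl-B protein for full effect; a part of the inactive calls stands beside numbers as strong as those of hits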
IL1B NFkB pot = enhances IL-1B driven NFkB nuclear translocation. HUVEC IL-1B NFkB p65 nuclear translocation imaging. 0.3% of 94,000 active. activation, % at 2 µM;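 active = activation above 40%, about the mean plus 3 SD, also judged a hit on visual image review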;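 also: percent activation is computed from the nuclear over cytoplasmic p65 intensity ratio; values of inactives mirror those of a sister screen read the other way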
MRP resist rev cytotoxicity = second read-out of MRP resist rev, no call of its own (marks repeat the call); viability, %; H69AR cells, CellTiter-Glo, 72 h; measured here: cytotoxicity without doxorubicin
MRP resist rev with doxorubicin = also measured in MRP resist rev; calls as there; viability, %; measured here: viability with 2 uM doxorubicin; stronger effect = lower value
IL1B NFkB inh cell count 2 µM = further read-out of IL1B NFkB inh, marked with its call; cell count; measured here: cells passing quality filter;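 raw number of nuclei counted in each imaged well without normalization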
IL1B NFkB pot cell count 2 µM = also measured in IL1B NFkB pot; calls as there; cell count; measured here: cells passing quality filter
The depositor's hits bear a star; . = not tested or not shown.

SMILES	IL1B NFkB inh	IL1B NFkB inh cell count 2 µM	MRP resist rev	MRP resist rev cytotoxicity	MRP resist rev with doxorubicin	PLAP inhibitors HTS	Bcl-B displacement	IL1B NFkB pot	IL1B NFkB pot cell count 2 µM
N#Cc1c2n(c3c(=S)nc[nH]c13)CCCCC2	3.5	149	-20.5	63.2	83.7	10.1%	-6.5%	-3.5	149
O=C(NC1CCCC1)C(c1cccnc1)N(C(=O)c1csnn1)C1CCCC1 (stereo not drawn)	-34.7	146	18.8	105.6	86.7	.	.	34.7	146
COc1cc(C(=O)N2CC(C)OC(C)C2)c([N+](=O)[O-])cc1OC (stereo not drawn)	-19.8	174	.	.	.	12.1%	2.7%	19.8	174
CCC(=O)N1C(C(=O)O)CSC1c1ccc(OC)cc1 (stereo not drawn)	-15.3	99	3.6	91.3	87.7	9.3%	-3.3%	15.3	99
CC(C)n1nc(C(=O)Nc2nnc(SCc3c(Cl)cccc3Cl)s2)c2ccccc2c1=O	-3.8	55	1.1	76.9	75.8	-74.5%	-45.9%	3.8	55
CCCn1nc2cc(C(=O)NCC34CC5CC(CC(C5)C3)C4)ccc2c1OCC	13.4	84	.	.	.	-62.3%	1.0%	-13.4	84
Cc1ccc(S(=O)(=O)C2(C(=O)N3CCN(C4CCCCC4)CC3)CC2)cc1	-22.4	119	.	.	.	.	.	22.4	119
O=C(Nc1ccccc1)N(Cc1ccccc1)C1=NCCS1	16.3	166	12.8	91.2	78.3	-43.9%	8.1%	-16.3	166
O=C(CSc1nnc(-c2ccccc2)n1C1CCCCC1)Nc1ccc(S(=O)(=O)Nc2ccccn2)cc1	5.9	157	4.5	67.4	63.0	-30.2%	-14.3%	-5.9	157
CCn1c(C)c(C(C)=O)c(N2CCN(C(=O)c3ccco3)CC2)nc1=S	9.1	137	10.3	99.9	89.5	-0.1%	-2.6%	-9.1	137
Cn1c(=O)c2c3c(sc2n2c(SCc4ccc5c(c4)OCO5)nnc12)COC(C)(C)C3	.	.	1.9	76.0	74.1	8.1%	-8.4%	.	.
CC1CCc2nn(CC(=O)NCc3ccc4c(c3)OCO4)cc2C1 (stereo not drawn)	.	.	-9.3	87.9	97.2	11.5%	-2.9%	.	.
COc1ccc(-n2c(C)cc(C(=O)CSc3nnc(-c4ccoc4C)n3C)c2C)cc1	-15.5	121	-8.4	73.0	81.4	-42.4%	-4.6%	15.5	121
CCCn1c(C)cc(C(=O)COC(=O)c2cc(S(=O)(=O)NCC(C)C)c(Cl)cc2Cl)c1C	-2.7	166	13.8	97.8	84.0	-2.7%	-31.6%	2.7	166
Cc1cc2c(=O)n(Cc3ccco3)c(SCC(=O)c3ccc(Cl)s3)nc2s1	-6.2	147	-7.6	12.7	20.3	-21.8%	-6.8%	6.2	147
Fc1ccccc1COc1ccc(/C=N/NC(=S)NCc2ccccc2)cc1	-7.7	162	15.6	76.3	60.7	.	.	7.7	162
O=C(Nc1ccc2c(c1)OCO2)c1cccc(F)c1	11.6	11	-8.1	85.8	94.0	14.8%	-8.1%	-11.6	11
N#Cc1c(SCC(N)=O)nc(-c2ccccc2)c2c1CCCC2	-29.4	132	-35.7	47.5	83.2	12.0%	7.5%	29.4	132
O=C(c1cc(-c2ccccc2)nc2ccccc12)N1CCN(c2ccccn2)CC1	9.8	116	-13.5	57.7	71.1	-52.1%	-5.2%	-9.8	116
O=C(NCCn1ccc2ccccc21)c1ccc(S(=O)(=O)N2CCOCC2)cc1	-9.5	145	-5.1	81.9	87.0	-0.8%	-2.3%	9.5	145
O=C1CCCC2=C1C1c3ccccc3C(=O)N1c1ccc(C(=O)c3ccccc3)cc1N2 (stereo not drawn)	-14.1	78	-41.5	20.8	62.2	.	.	14.1	78
COC(=O)CN1C(C)=Nc2ccc(Br)cc2C1c1ccccc1 (stereo not drawn)	5.3	124	.	.	.	-53.3%	-5.0%	-5.3	124
COCC(=O)Nc1nc2n(n1)C(c1ccc(Cl)cc1)CC(c1ccc(OC)cc1)N2 (stereo not drawn)	-13.2	125	4.2	99.9	95.7	-75.1%	43.7%	13.2	125
CN(C1CCCCC1)S(=O)(=O)c1ccc(C(=O)O)cc1	-16.9	186	4.6	89.3	84.6	-9.5%	-2.6%	16.9	186
O=C(NC(=S)Nc1ccc(C(=O)N2CCOCC2)cc1)c1ccc([N+](=O)[O-])cc1	-23.3	150	.	.	.	-2.3%	-3.3%	23.3	150
CCNS(=O)(=O)c1ccc2nc(NC(=O)c3cccnc3)sc2c1	-36.2	149	6.7	78.8	72.1	-5.6%	-12.4%	36.2	149
O=C(c1cccnc1Nc1ccc2c(c1)CCC2)N1CCOCC1	3.3	94	11.6	96.7	85.0	-7.4%	19.3%	-3.3	94
CC1(C)CSC(=S)N1S(=O)(=O)c1ccccc1	-38.2	187	11.7	84.8	73.1	21.6%	-6.7%	38.2	187
CCOc1ccc(C2N(c3cc(Cl)ccc3OC)C(=O)C3CCCN32)cc1OC (stereo not drawn)	8.7	141	2.4	89.0	86.6	-56.3%	-0.1%	-8.7	141
Cc1ccc(CNC(=O)CNS(=O)(=O)c2cccc3nsnc23)cc1	13.8	179	-11.4	90.7	102.1	3.1%	7.9%	-13.8	179
Cc1cc(NC(=O)c2ccco2)ncc1NC(=O)Cc1ccccc1	.	.	-11.2	78.6	89.8	7.3%	6.1%	.	.
O=C(Nc1ccc(Nc2ccccc2)cc1)N1CCOCC1	-6.5	168	.	.	.	24.9%	1.4%	6.5	168
O=C(NNc1cccc(Cl)n1)Nc1ccccc1Cl	-8.6	140	.	.	.	-2.1%	0.9%	8.6	140
COc1ccc(Cl)cc1N1C(=O)C2CCCN2C1c1cccc(F)c1 (stereo not drawn)	3.4	167	9.4	87.9	78.5	-60.5%	-2.7%	-3.4	167
Cn1cc(S(=O)(=O)N2CCN(c3ccccc3)CC2)c(=O)n(C)c1=O	6.5	186	13.7	99.1	85.4	-9.6%	-1.2%	-6.5	186
COc1cc(NC(=S)NC(=O)c2ccccc2C)ccc1NC(=O)c1cccs1	-9.0	125	.	.	.	11.2%	-7.5%	9.0	125
CCOc1ccc(NC(=O)CN2CC(c3ccccc3)CC2=O)cc1 (stereo not drawn)	-18.7	70	0.1	94.8	94.7	7.9%	-3.8%	18.7	70
CC(=O)C1=C(O)C(=O)N(CCCn2ccnc2)C1c1ccc(C)cc1 (stereo not drawn)	4.1	133	.	.	.	-4.8%	0.0%	-4.1	133
c1c2c(cc3sc(N4CCOCC4)nc13)OCCO2	-9.3	87	.	.	.	8.4%	-1.3%	9.3	87
CCCCNC(=S)NNC(=O)c1csc(CC)c1	6.3	119	2.5	87.1	84.6	.	.	-6.3	119
COc1ccc2nc(NC(=O)Cc3cccs3)sc2c1	2.2	143	12.6	80.5	67.9	18.2%	-9.8%	-2.2	143
O=C(CC1C(=O)NCCN1C(=S)Nc1ccccc1)Nc1ccc2c(c1)OCCO2 (stereo not drawn)	6.8	164	11.0	90.0	79.0	4.2%	-2.0%	-6.8	164
CCc1c(O)nc(N2CCN(Cc3ccccc3)CC2)[nH]c1=O	2.6	113	1.5	81.7	80.2	-35.9%	-1.2%	-2.6	113
CC(=N\O)/C(CN(C)C)=N/O	-12.6	67	1.5	91.6	90.1	5.1%	-6.3%	12.6	67
Cn1c(Oc2ccc(Cl)cc2)c(C=O)c2ccccc21	-8.5	145	.	.	.	-4.2%	-7.1%	8.5	145

Complete entries from above. Screens in order: IL1B NFkB inh | IL1B NFkB inh cell count 2 µM | MRP resist rev | MRP resist rev cytotoxicity | MRP resist rev with doxorubicin | PLAP inhibitors HTS | Bcl-B displacement | IL1B NFkB pot | IL1B NFkB pot cell count 2 µM
Profile of `CC(=N\O)/C(CN(C)C)=N/O` : -12.6 | 67 | 1.5 | 91.6 | 90.1 | 5.1% | -6.3% | 12.6 | 67
Profile of `O=C(NNc1cccc(Cl)n1)Nc1ccccc1Cl` : -8.6 | 140 | . | . | . | -2.1% | 0.9% | 8.6 | 140

Next part
SMILES	IL1B NFkB inh	IL1B NFkB inh cell count 2 µM	MRP resist rev	MRP resist rev cytotoxicity	MRP resist rev with doxorubicin	PLAP inhibitors HTS	Bcl-B displacement	IL1B NFkB pot	IL1B NFkB pot cell count 2 µM
Cc1ccc(CNC(=O)CCNC(=O)c2ccco2)cc1	4.3	143	-45.5	51.2	96.6	10.7%	-5.2%	-4.3	143
CCCCc1ccc(NC(=S)NCc2cccs2)cc1	-5.1	182	19.7	109.5	89.9	7.6%	-5.8%	5.1	182
COc1ccc(/C(O)=C2/C(=O)C(=O)N(CCN3CCOCC3)C2c2ccccn2)cc1OC (stereo not drawn)	-3.7	125	6.6	91.6	85.0	.	.	3.7	125
COCC(=O)Nc1cccc2ccccc12	10.7	91	-6.1	78.8	85.0	2.3%	-0.2%	-10.7	91
COc1ccnc(Nc2ccc(C)c(C)c2)c1C#N	3.7	152	.	.	.	9.4%	-8.3%	-3.7	152
COc1ccc(OC)c(C(c2nnnn2C2CCCC2)N2CCN(c3ccccc3F)CC2)c1 (stereo not drawn)	-20.6	118	4.5	84.8	80.3	-91.3%	4.3%	20.6	118
O=C(NCC1CCCO1)C1CCN(S(=O)(=O)N2CCCC2)CC1 (stereo not drawn)	-21.3	219	1.7	101.2	99.5	-10.5%	2.1%	21.3	219
C=CCNC(=O)CC(=O)N/N=C/c1ccccc1F	5.4	72	.	.	.	15.6%	8.9%	-5.4	72
CCOc1ccc(CC2c3cc(OCC)c(OCC)cc3CCN2C(=O)c2cc(OC)c(OC)c(OC)c2)cc1OCC (stereo not drawn)	-12.5	94	.	.	.	-59.9%	8.6%	12.5	94
Cc1cc(S(=O)(=O)NCC(c2ccccc2)c2ccccc2)ccc1-n1cnnn1	-6.0	203	-3.9	75.3	79.2	-42.5%	7.5%	6.0	203
Cn1c(Cc2csc(N)n2)nnc1SCC(=O)NCc1ccccc1	0.6	95	23.8	74.1	50.3	14.8%	-11.7%	-0.6	95
O=C(O)CCCCNS(=O)(=O)c1ccc(Cl)c(C(F)(F)F)c1	-9.0	137	-3.7	104.6	108.3	-0.1%	0.0%	9.0	137
COC(=O)Cn1cnc2c(C#N)c3n(c2c1=O)CCCC3	-15.4	183	15.3	93.0	77.7	-1.6%	0.9%	15.4	183
Cc1nnc(SCC(=O)N2CCc3ccccc32)n1-c1ccccc1	-11.5	135	16.6	93.4	76.9	-26.5%	-1.4%	11.5	135
CC(C)(C)C(=O)N=C1SC2CS(=O)(=O)CC2N1c1ccc2c(c1)OCO2 (stereo not drawn)	-15.0	146	2.7	97.4	94.6	-40.9%	-0.3%	15.0	146
CN(CC(=O)Nc1ccc(C#N)cc1)Cc1ccc(Cl)c(Cl)c1	12.6	111	-1.9	76.4	78.4	14.7%	-8.4%	-12.6	111
CCOC(=O)c1c(-c2ccc(C)o2)csc1NC(=O)COC(=O)c1cccs1	-0.1	117	20.8	91.2	70.4	.	.	0.1	117
CCc1nnc(NC(=O)CSc2nccn2-c2cc(C)cc(C)c2)s1	1.7	128	-42.7	22.1	64.8	-31.7%	23.3%	-1.7	128
CS(=O)(=O)N(Cc1ccc(Cl)cc1)c1ccc(C(=O)NCCSCc2ccco2)cc1	-2.4	167	-17.6	93.7	111.3	13.9%	4.3%	2.4	167
O=C(O)C1CCCCC1C(=O)Nc1cccc(C(=O)N2CCCCC2)c1 (stereo not drawn)	-4.5	168	-10.3	100.5	110.8	-28.6%	-0.1%	4.5	168
COc1ccc(NC(=O)c2cc(-c3cccs3)on2)cc1OC	12.4	150	0.3	97.1	96.8	9.3%	3.2%	-12.4	150
CCn1c(COc2ccc3c(c2)OCO3)nnc1SCC(=O)c1ccccc1	-16.0	147	2.3	76.6	74.3	11.0%	-3.5%	16.0	147

Single values from the results shown:
Reading for `CCOC(=O)c1c(-c2ccc(C)o2)csc1NC(=O)COC(=O)c1cccs1` under MRP resist rev: 20.8
Reading for `O=C(O)C1CCCCC1C(=O)Nc1cccc(C(=O)N2CCCCC2)c1` (stereo not drawn) under IL1B NFkB inh cell count 2 µM: 168
Reading for `CCn1c(COc2ccc3c(c2)OCO3)nnc1SCC(=O)c1ccccc1` under IL1B NFkB inh: -16.0
Reading for `COc1ccc(NC(=O)c2cc(-c3cccs3)on2)cc1OC` under MRP resist rev cytotoxicity: 97.1
Reading for `CCc1nnc(NC(=O)CSc2nccn2-c2cc(C)cc(C)c2)s1` under MRP resist rev cytotoxicity: 22.1

A portion of the library. The share of hits here may be higher or lower than overall.
